# Source: PubChem BioAssay
# RAM network inh – inhibitors of the yeast RAM network; S. cerevisiae dse1pr::URA3 reporter, 5-FOA growth OD615, 2 d; analog-sensitive cbk1-as2 kinase mutant strain; inhibition, % at 50 µM; 1.8% of 190,000 active;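 active = inhibition above a set limit, 3 SD over mean compound inhibition, cut at about 8.4% in these data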;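 note: 0% = DMSO-only wells with no growth and 100% = 10 µM 1-NA-PP1 full growth; inhibition rescues growth on 5-FOA so higher OD means more RAM inhibition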
# SRC2 TRFRET art – TR-FRET artefact, counter-screen to PPARgamma/SRC-2 agonist assay. TR-FRET ratio at 8 µM. AID 1049. stronger effect = higher value. 0.4% of 200,000 active; in the data active = TR-FRET ratio above about 2000; note: inactives centre near 1500
# ROMK mod – modulates human ROMK potassium channel activity. P48048. Tet-inducible ROMK, thallium flux fluorescence; actives lie on both sides. B-score at 10 µM. 2% of 130,000 active;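 active = signal ratio slope over the read window, or its plate-corrected B-score, at least 3 SD from the plate mean, either direction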;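 note: B-score of the F/F0 ratio slope over 7 to 12 s after thallium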
# PPARg SRC2 recr – promotes SRC-2 coactivator recruitment by human PPARgamma. P37231. PPARgamma LBD-SRC-2 recruitment, biochemical. activation, % at 8 µM. 0.34% of 200,000 active. AID 1032; in the data active = activation above about 22%;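 note: 0% = vehicle and 100% = reference agonist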
# Target sequence (P37231 whole entry, looked up, the tested form may be a part): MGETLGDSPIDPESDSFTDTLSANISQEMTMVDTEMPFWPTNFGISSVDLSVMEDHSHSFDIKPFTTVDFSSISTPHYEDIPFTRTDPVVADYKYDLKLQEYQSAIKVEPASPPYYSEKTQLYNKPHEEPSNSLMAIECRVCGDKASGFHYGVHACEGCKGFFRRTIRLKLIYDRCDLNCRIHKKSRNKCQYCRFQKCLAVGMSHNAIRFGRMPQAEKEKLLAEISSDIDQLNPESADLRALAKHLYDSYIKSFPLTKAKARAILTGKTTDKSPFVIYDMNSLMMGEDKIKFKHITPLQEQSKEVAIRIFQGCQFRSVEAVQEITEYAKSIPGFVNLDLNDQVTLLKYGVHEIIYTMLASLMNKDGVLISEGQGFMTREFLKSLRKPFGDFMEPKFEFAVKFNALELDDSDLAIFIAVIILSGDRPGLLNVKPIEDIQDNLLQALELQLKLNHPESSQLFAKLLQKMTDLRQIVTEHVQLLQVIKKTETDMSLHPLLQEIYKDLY
# S1P3 antagonist – blocks the human S1P3 receptor; AID 485; CHO S1P3 NFAT-BLA reporter, FRET fluorescence, antagonist mode; 0.27% of 170,000 active; Q99500; inhibition, % at 4.98 µM;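 active = inhibition above the plate cutoff, the mean inhibition of test wells on that plate plus 3 SD, cut at about 28% in these data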;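 note: cells challenged with S1P at its EC80 of 0.8 µM; blue over green emission ratio from cleaved BLA substrate after 4 h stimulation; 0% = S1P-stimulated wells and 100% = unstimulated DMSO-only wells; some compounds past the cut are filed as inactive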
# Target sequence (Q99500 whole entry, looked up): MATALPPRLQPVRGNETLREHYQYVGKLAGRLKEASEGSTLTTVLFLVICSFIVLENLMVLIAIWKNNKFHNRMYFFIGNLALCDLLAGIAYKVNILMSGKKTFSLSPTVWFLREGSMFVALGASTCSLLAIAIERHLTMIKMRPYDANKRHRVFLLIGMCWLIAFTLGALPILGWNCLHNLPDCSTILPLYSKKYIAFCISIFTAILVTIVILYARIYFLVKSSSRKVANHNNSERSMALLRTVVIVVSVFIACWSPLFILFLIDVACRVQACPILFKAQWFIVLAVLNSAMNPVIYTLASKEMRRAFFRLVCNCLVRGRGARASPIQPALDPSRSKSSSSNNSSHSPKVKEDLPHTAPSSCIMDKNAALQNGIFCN
# STAT1 blocker – reduces IFN-gamma driven STAT1 reporter signal | NIH 3T3 STAT1-luciferase reporter, luminescence | inhibition, % at 5.5 µM | 0.35% of 200,000 active;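 active = inhibition above a set limit, the mean inhibition across all tested compounds plus 3 SD, cut at about 34% in these data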;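 note: 0% = IFN-gamma with DMSO and 100% = IFN-gamma with 300 µM nifuroxazide; values of inactives mirror those of a sister screen read the other way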
# PPARg SRC-3 ag – agonists of human PPARgamma SRC-3 coactivator recruitment. P37231. biochemical PPARgamma/SRC-3 coactivator recruitment assay. activation, % at 8 µM. 0.26% of 200,000 active. AID 731; in the data active = activation above about 23%;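 note: 0% = DMSO and 100% = reference agonist; some compounds past the cut are filed as inactive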
# PPARg SRC-1 ag – agonists of human PPARgamma SRC-1 coactivator recruitment; P37231; PPARgamma-SRC-1 coactivator recruitment biochemical assay; activation, % at 8 µM; 0.41% of 200,000 active; AID 631; in the data active = activation above about 19%;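 note: 0% = DMSO and 100% = reference agonist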
# TLR4-MyD88 BLA – TLR4-MyD88 interaction inhibition in cells; O00206+Q99836; HeLa CL3-4 TLR4/MyD88 BLA complementation, FRET ratio; inhibition, % at 8.4 µM; 0.18% of 200,000 active; in the data active = inhibition above about 25%;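 note: 0% = vehicle and 100% = reference inhibitor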
# STAT3 inh – STAT3 signaling inhibition. inhibition, % at 5.5 µM. U3A cells, IL-6 STAT3-luciferase reporter, luminescence; host cell line lacks STAT1. 0.89% of 190,000 active. AID 862;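 active = inhibition above the mean inhibition across all screened compounds plus 3 SD, cut at about 44% in these data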;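 note: 0% = DMSO only wells and 100% = 100 µM nifuroxazide control wells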
# STAT3 activator – activators of IL-6 induced STAT3 signaling | 0.91% of 190,000 active | AID 871 | U3A cells, IL-6 STAT3-luciferase reporter, luminescence; 100% = signal with IL-6 EC80 alone | activation (% of control), % at 5.6 µM;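 active = activation above the screen-wide mean of compound activation plus 3 SD, cut at about 130% in these data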;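 note: 0% = background luminescence of wells with medium and substrate only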
#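 Test system: STAT3-luciferase reporter U3A cells; Detection: reporter luminescence signal; Times: 1 h compound pre-exposure, 6 h IL-6 stimulation, 37 °C; Benchmarks: IL-6-only high control; Also added: IL-6 stimulus at 33 ng/mL final.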
# * hit, by the source's call; . = no result given. Compounds as they come, and some 5.6% of all compounds hit somewhere here.
SMILES,RAM network inh,SRC2 TRFRET art,ROMK mod,PPARg SRC2 recr,S1P3 antagonist,STAT1 blocker,PPARg SRC-3 ag,PPARg SRC-1 ag,TLR4-MyD88 BLA,STAT3 inh,STAT3 activator
Cc1cccc(NS(=O)(=O)c2cccc3nsnc23)c1,-0.7,1700,.,12,.,5,8,5,5,4,100
CCNc1c([N+](=O)[O-])c(=O)oc2ccccc12,-0.3,1490,-0.14,-7,-2,3,-2,-4,-6,15,94
CSc1cccc(NC(=O)c2c(Cl)cnn2C)c1,-1.2,1527,-0.51,17,7,-7,23,6,-10,16,89
Cc1c(C(=O)O)cccc1-n1c(C)cc(/C=C(/C#N)C(=O)NCc2ccccc2)c1C,7.6,1540,0.26,2,3,-4,4,-13,11,1,106
O=C(O)c1ccc(-c2ccc(O)c(F)c2)cc1,0.0,1431,.,-2,-8,7,-2,-4,-6,6,99
Cc1ccc(CNC(=O)CCS(=O)(=O)c2cccc3nonc23)cc1,2.4,1529,.,10,.,0,2,2,10,10,97
c1ccc2nc3c(nc2c1)[nH]c1ccccc13,4.3,1400,-0.2,9,-20,-66,-3,-3,-17,-12,116
CCCNC(=O)c1ccc2c(c1)CCN2S(C)(=O)=O,1.5,1640,0.6,17,-8,7,4,-2,-19,20,90
COc1cccc(NC(=O)c2cn(C)c(=O)c3cc(OC)c(OC)cc23)c1,0.9,1707,0.18,-3,-2,5,22,8,-5,-3,105
O=C(c1cc2cc(Br)ccc2oc1=O)N1CCCC1,0.0,1425,-0.06,6,.,-2,-6,-1,-1,14,94
Cc1cccn2c(CN3CCCN(C=O)CC3)c(C(=O)N(C)CCc3ccccc3)nc12,0.9,1295,-0.1,-8,5,2,-2,-10,9,-6,104
COc1ccc2c3c(cccc13)OCC2=O,0.8,1477,-0.31,5,16,6,7,1,-6,11,94
CCOC(=O)c1c(C=O)c2ccccc2n1CC,0.6,1700,-0.26,7,17,2,7,15,2,5,97
Cc1cc(C)n(-c2nc3c(c(=O)[nH]c(=O)n3C)n2C(C)C)n1,-0.4,1556,.,-1,-27,6,-5,-9,-4,-2,105
Cc1cc(C)cc(-n2cc(C(=O)O)c(=O)cc2C)c1,0.1,1572,.,2,-5,0,5,6,-3,0,103

# Among those listed so far, these have a halogen.
SMILES,RAM network inh,SRC2 TRFRET art,ROMK mod,PPARg SRC2 recr,S1P3 antagonist,STAT1 blocker,PPARg SRC-3 ag,PPARg SRC-1 ag,TLR4-MyD88 BLA,STAT3 inh,STAT3 activator
CSc1cccc(NC(=O)c2c(Cl)cnn2C)c1,-1.2,1527,-0.51,17,7,-7,23,6,-10,16,89
O=C(O)c1ccc(-c2ccc(O)c(F)c2)cc1,0.0,1431,.,-2,-8,7,-2,-4,-6,6,99
O=C(c1cc2cc(Br)ccc2oc1=O)N1CCCC1,0.0,1425,-0.06,6,.,-2,-6,-1,-1,14,94

# (further entries)
SMILES,RAM network inh,SRC2 TRFRET art,ROMK mod,PPARg SRC2 recr,S1P3 antagonist,STAT1 blocker,PPARg SRC-3 ag,PPARg SRC-1 ag,TLR4-MyD88 BLA,STAT3 inh,STAT3 activator
CCCC(=O)Nc1nc(C)c(-c2csc(Nc3ccccc3OC)n2)s1,4.5,1728,.,3,.,-8,12,-2,6,3,102
Cc1nn(C(=O)c2c([N+](=O)[O-])cnn2C)c(C)c1Cl,0.6,1539,1.2,12,.,-5,13,-2,-2,-1,104
Cc1ccc2c(c1)nnn2C1CCN(C(=O)C23CC4CC(CC(C4)C2)C3)CC1,4.6,1738,0.035,-1,.,4,5,5,1,6,96
N/C(=N\S(=O)(=O)c1cccs1)c1ccccc1,0.2,1575,.,9,5,4,8,3,-2,-2,102
CN(CC(=O)Nc1ccc(Cl)cc1)c1ccc(S(=O)(=O)N2CCCCC2)cc1[N+](=O)[O-],3.7,1481,.,1,-21,4,-3,3,9,-10,104
O=C(NC(=S)Nc1ccc(NC(=O)c2ccco2)cc1)c1ccccc1,2.4,1406,.,3,16,-9,-1,-3,10,8,96
CCOC(=O)c1cn(Cc2ccc(C)cc2)nn1,0.0,1672,0.69,9,-3,7,-2,5,-8,6,95
N#Cc1c(SCC(=O)N2CCOCC2)nsc1SCC(=O)N1CCOCC1,2.2,1671,0.0016,10,3,1,7,6,-11,6,98
CC(Sc1nnnn1C)C(=O)Nc1ccccc1-c1ccccc1 (stereo not drawn),0.3,1580,0.26,9,-13,-9,6,-3,5,-3,106
Cc1ccccc1N1CCN(C(=S)c2ccc([N+](=O)[O-])cc2)CC1,3.4,1600,0.54,3,0,-2,5,-6,-8,2,102
Cc1cc2cc(CNC(=O)c3ccc(S(=O)(=O)N4CCCC4)cc3)ccc2n1C,6.3,5041*,.,83*,.,-9,88*,60*,-6,-2,109
COc1ccc2c(c1)c1nc(SCC(C)C)n(CCO)c(=O)c1n2C,2.2,1540,.,-6,6,-7,-8,8,-7,-9,115
COC(=O)c1cn(C(=O)c2ccccc2)c2ccccc12,0.3,1569,-0.83,0,-14,-4,0,5,6,12,92
CC(C)COP(=O)(c1ccc(N(C)C)cc1)C(O)c1ccccc1F (stereo not drawn),1.3,1743,-1,4,-36,2,-6,6,-2,3,103
Cc1ccc(C)c(C2=CSC3=NS(=O)(=O)CCN23)c1,0.5,1643,.,-3,.,-2,-4,0,15,10,94
Cc1cccc(C)c1NC(=O)C1c2cccc[n+]2CC(=O)N1Cc1ccc2c(c1)OCO2 (stereo not drawn),0.6,1687,.,4,9,-2,-4,8,5,5,97
Cc1ccc(N=C2NC(=O)CS2)cc1,0.1,1456,0.79,0,.,-6,-5,-1,2,-2,101
COc1ccc(Cl)cc1C(=O)N1CCN(c2ccccn2)CC1,0.0,1654,.,6,.,0,6,2,-9,6,97
Cc1cc(OCCOc2cccc3cccnc23)cc(C)c1Cl,0.9,1699,0.8,-1,.,1,7,1,-5,10,96
CCn1c2ccccc2c2cc(NC(=O)CSc3nnc(-c4ccccc4)o3)ccc21,4.8,1612,-0.71,8,.,5,12,-1,0,11,91
O=C(NCc1ccc2c(c1)OCO2)c1ccc(CSCc2ccc(Cl)cc2)o1,7.3,1363,-1.4,3,-2,-3,-1,-6,-1,-13,111
c1ccc(-c2csc(=Nc3cccnc3)n2CC2CCCO2)cc1 (stereo not drawn),2.4,1527,0.14,3,-9,11,1,-4,-7,11,92
Cc1cc(C)n(-c2ccc(C(=O)Nc3ccc4c(c3)OCO4)cc2)n1,0.7,1583,0.52,-2,.,-12,0,-4,-1,9,96
COc1ccc(C)cc1NC(=O)C(NCC1CCCO1)c1ccccc1 (stereo not drawn),-0.5,1366,-0.37,3,-4,8,-5,-4,-1,1,97
Cc1ccc(OCC(=O)NNC(=O)c2cc3ccccc3o2)cc1,3.8,1461,.,9,.,-8,5,-1,9,-7,111
CCc1ccc2c(c1)C(c1ccncc1)=NNC(c1ccccc1)=N2,2.6,1396,.,0,-14,-18,-3,2,14,10,95
O=C(Nc1cccc2c1C(=O)NC2=O)c1cccnc1Cl,1.4,1602,1,5,-1,-9,1,2,-148,29,79
CC(=O)Nc1ccc(NC(C)=O)s1,0.0,1775,.,-1,-5,2,1,-5,5,17,89
O=C(c1ccco1)N1CCN(S(=O)(=O)/C=C/c2ccccc2)CC1,1.3,1849,1.4,3,30*,1,3,-3,-9,7,100
Cc1ccc(C(=O)N/C(=C/c2cccs2)C(=O)NCCCn2ccnc2)cc1,-0.1,1526,-0.096,9,-25,5,3,4,-12,18,86
O=C(NC(=S)NCCCN1CCOCC1)c1cccc2ccccc12,0.4,1526,0.21,1,-9,-1,-1,8,-7,-3,104
COc1ccc(NC(=O)Nc2ccccc2F)c(C)c1,2.4,1590,0.036,4,-9,-6,2,6,4,15,91
O=C(CN1CCC(NC(=O)Cc2ccccc2)CC1)Nc1ccccc1Br,0.5,1440,0.34,-8,-12,-3,0,-10,4,10,92
O=C(CSc1ncn(-c2ccccc2)n1)N1CCc2ccccc21,3.8,1401,-1.5,4,-4,-2,-2,-4,-15,-12,112
COc1ccc2c3c(cccc13)N(C)N=C2C,4.0,1748,.,11,.,0,17,9,-17,8,97
Cc1ccc(NC(=O)c2sccc2-n2cccc2)c(Cl)c1,-0.9,1558,-0.78,-3,-7,-11,-6,-8,5,22,90
O=C(NC(=O)c1ccccc1)OCCN1C(=O)c2ccccc2C1=O,-1.1,1487,0.094,0,-9,-1,4,8,5,22,89
O=C(c1ccccc1)N1CCC(O)(c2ccc3c(c2)OCO3)CC1,0.5,1436,-0.15,3,.,-1,-1,2,2,0,102
O=[N+]([O-])c1ccc(Nc2ccc(Cl)cc2)nc1,1.5,1859,.,-1,21,4,6,7,10,21,84
O=C(Oc1cccc2cccnc12)c1cccs1,-0.5,1560,0.3,8,-45,-4,18,2,-3,0,100
COc1cccc(-c2nnn(CCC(=O)O)n2)c1,0.1,1420,0.29,-4,0,-6,-11,-3,-18,-5,109
O=C(CSc1nnc(COc2ccc(Cl)cc2)o1)N1CCN(c2ccccc2)CC1,3.1,1581,.,11,-16,2,7,2,3,-4,104
C/C(=N\Nc1ncc(Cl)cc1Cl)c1ccccn1,0.2,1428,-2.9,5,-14,69*,7,-2,21,94*,23
COc1cc(C2CC(=O)Oc3c2c(=O)n(C)c2ccccc32)cc(OC)c1OC (stereo not drawn),2.0,1470,1.1,6,-7,-2,-2,-4,7,10,98
O=C(CC(C(=O)N1CCc2ccccc21)n1ccnc1)N1CCc2ccccc2C1 (stereo not drawn),2.0,1549,.,-3,2,5,9,15,9,-24,126
CN(C)/C=N/c1nc(-c2ccc3c(c2)OCO3)cs1,-0.1,1593,0.032,17,-3,-11,2,1,-1,-10,108
NS(=O)(=O)c1cc(C(=O)OCC(=O)c2ccc3c(c2)OCCO3)ccc1Cl,6.0,1565,0.61,15,15,-23,8,3,11,10,97
CC(=O)c1c(C)[nH]c(C(=O)NCCN2CCC(C)CC2)c1C,0.3,1559,.,6,27,-6,-7,-1,1,6,99
CCc1ccc(OCc2ccc(C(=O)NCc3ccccn3)o2)cc1,0.3,1424,.,16,4,-21,-1,5,-4,-3,108
O=C(Nc1ccccn1)c1csc2c1CCCC2,-0.4,1754,.,0,-12,-43,4,-5,16,3,100
CC(C)CC(C(=O)NC(C)(C)C)N(Cc1cccs1)C(=O)c1snc(C(N)=O)c1N (stereo not drawn),0.4,1608,-0.22,14,-4,4,0,9,-9,10,95
C=CCn1c(SCC)nc2sc3c(c2c1=O)CCc1ccccc1-3,18*,1411,-0.77,5,.,-1,13,6,-4,-32,137*
CC(NC(=O)/C(=C/c1cccc([N+](=O)[O-])c1)NC(=O)c1ccco1)C(=O)O (stereo not drawn),-0.4,1598,-0.089,-1,-10,4,-1,5,-3,-8,104
COc1ccc(O)c(/C=N/NC(=O)c2c(C)nnn2-c2nonc2N)c1,0.0,1539,-0.19,8,-12,-2,-3,-1,21,28,80
